# Bioassay records: PubChem BioAssay, several laboratories
# S1P3 antag = antagonists of human S1P3 receptor | Q99500 | CHO S1P3 NFAT-BLA reporter, FRET fluorescence, antagonist mode | inhibition, % at 4.98 µM | 170,000 tested, 0.27% active;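 active means inhibition above the plate cutoff, the mean inhibition of test wells on that plate plus 3 SD, cut at about 28% in these data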;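 further: cells challenged with S1P at its EC80 of 0.8 µM; blue over green emission ratio from cleaved BLA substrate after 4 h stimulation; 0% = S1P-stimulated wells and 100% = unstimulated DMSO-only wells; some compounds past the cut are filed as inactive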
# RAM network inh = blocks the yeast RAM network | S. cerevisiae dse1pr::URA3 reporter, 5-FOA growth OD615, 2 d; analog-sensitive cbk1-as2 kinase mutant strain | 190,000 tested, 1.8% active | inhibition, % at 50 µM;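 active means inhibition above a set limit, 3 SD over mean compound inhibition, cut at about 8.4% in these data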;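 further: 0% = DMSO-only wells with no growth and 100% = 10 µM 1-NA-PP1 full growth; inhibition rescues growth on 5-FOA so higher OD means more RAM inhibition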
# SRC2 TRFRET art = TR-FRET artefact, counter-screen to PPARgamma/SRC-2 agonist assay. hits give high values. TR-FRET ratio at 8 µM. 200,000 tested, 0.4% active. AID 1049; in the data active means TR-FRET ratio above about 2000; further: inactives centre near 1500; reference of the scale not given here
# PPARg SRC-2 ag = agonists of SRC-2 recruitment by human PPARgamma; P37231; activation, % at 8 µM; 200,000 tested, 0.34% active; PPARgamma LBD-SRC-2 recruitment, biochemical; in the data active means activation above about 22%;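 further: 0% = vehicle and 100% = reference agonist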
# Target sequence (P37231 whole entry, looked up, the tested form may be a part): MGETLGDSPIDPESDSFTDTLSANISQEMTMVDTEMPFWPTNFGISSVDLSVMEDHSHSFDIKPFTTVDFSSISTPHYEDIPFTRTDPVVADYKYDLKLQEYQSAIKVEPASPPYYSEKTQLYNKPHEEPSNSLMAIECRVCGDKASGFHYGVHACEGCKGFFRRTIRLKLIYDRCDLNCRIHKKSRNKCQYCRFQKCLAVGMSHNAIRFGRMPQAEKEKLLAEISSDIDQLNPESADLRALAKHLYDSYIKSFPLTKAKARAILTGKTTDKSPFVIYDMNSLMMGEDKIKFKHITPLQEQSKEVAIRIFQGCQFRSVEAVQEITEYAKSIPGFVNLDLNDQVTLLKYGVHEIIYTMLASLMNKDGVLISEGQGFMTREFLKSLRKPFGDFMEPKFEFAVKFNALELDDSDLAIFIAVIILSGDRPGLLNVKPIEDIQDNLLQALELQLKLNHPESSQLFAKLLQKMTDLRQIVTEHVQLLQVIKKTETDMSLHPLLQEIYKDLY
# TLR4 MyD88 comp = blocks binding of human TLR4 to MyD88; HeLa CL3-4 TLR4/MyD88 BLA complementation, FRET ratio; O00206+Q99836; inhibition, % at 8.4 µM; 200,000 tested, 0.18% active; in the data active means inhibition above about 25%;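 further: 0% = vehicle and 100% = reference inhibitor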
# STAT1 blocker = inhibitors of IFN-gamma induced STAT1 signaling | NIH 3T3 STAT1-luciferase reporter, luminescence | inhibition, % at 5.5 µM | 200,000 tested, 0.35% active;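 active means inhibition above a set limit, the mean inhibition across all tested compounds plus 3 SD, cut at about 34% in these data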;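 further: 0% = IFN-gamma with DMSO and 100% = IFN-gamma with 300 µM nifuroxazide; values of inactives mirror those of a sister screen read the other way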
# STAT3 activator = activators of IL-6 induced STAT3 signaling; U3A cells, IL-6 STAT3-luciferase reporter, luminescence; 100% = signal with IL-6 EC80 alone; activation (% of control), % at 5.6 µM; 190,000 tested, 0.91% active; AID 871;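 active means activation above the screen-wide mean of compound activation plus 3 SD, cut at about 130% in these data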;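 further: 0% = background luminescence of wells with medium and substrate only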
#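 Material: human U3A cells carrying STAT3-luciferase construct. Measured by: reporter luminescence signal. Timing: compound 1 h, then IL-6 6 h at 37 °C.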
# ROMK mod = modulates human ROMK potassium channel activity | 130,000 tested, 2% active | Tet-inducible ROMK, thallium flux fluorescence; actives lie on both sides | B-score at 10 µM | P48048;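 active means signal ratio slope over the read window, or its plate-corrected B-score, at least 3 SD from the plate mean, either direction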;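 further: B-score of the F/F0 ratio slope over 7 to 12 s after thallium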
# Target sequence (P48048 whole entry, looked up): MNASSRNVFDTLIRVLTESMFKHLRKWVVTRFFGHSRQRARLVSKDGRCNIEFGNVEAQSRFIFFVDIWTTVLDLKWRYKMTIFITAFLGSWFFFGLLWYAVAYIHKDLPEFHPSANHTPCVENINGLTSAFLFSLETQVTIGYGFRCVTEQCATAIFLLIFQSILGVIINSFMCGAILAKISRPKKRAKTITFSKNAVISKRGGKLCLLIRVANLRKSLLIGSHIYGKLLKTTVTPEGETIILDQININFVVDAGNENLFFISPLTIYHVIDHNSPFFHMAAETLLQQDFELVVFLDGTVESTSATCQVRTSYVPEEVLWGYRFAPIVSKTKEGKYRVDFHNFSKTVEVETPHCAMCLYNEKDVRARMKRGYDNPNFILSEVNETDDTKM
# PPARg SRC-1 ag = PPARgamma-driven SRC-1 recruitment agonism; activation, % at 8 µM; 200,000 tested, 0.41% active; P37231; PPARgamma-SRC-1 coactivator recruitment biochemical assay; in the data active means activation above about 19%;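 further: 0% = DMSO and 100% = reference agonist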
# PPARg SRC3 recr = promotes SRC-3 coactivator recruitment by human PPARgamma; biochemical PPARgamma/SRC-3 coactivator recruitment assay; activation, % at 8 µM; 200,000 tested, 0.26% active; AID 731; in the data active means activation above about 23%;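 further: 0% = DMSO and 100% = reference agonist; some compounds past the cut are filed as inactive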
# STAT3 inh = STAT3 signaling inhibition; U3A cells, IL-6 STAT3-luciferase reporter, luminescence; host cell line lacks STAT1; inhibition, % at 5.5 µM; 190,000 tested, 0.89% active;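 active means inhibition above the mean inhibition across all screened compounds plus 3 SD, cut at about 44% in these data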;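 further: 0% = DMSO only wells and 100% = 100 µM nifuroxazide control wells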
# Active calls of the source: *; . = no result given; & = joins results of further samples.
SMILES,S1P3 antag,RAM network inh,SRC2 TRFRET art,PPARg SRC-2 ag,TLR4 MyD88 comp,STAT1 blocker,STAT3 activator,ROMK mod,PPARg SRC-1 ag,PPARg SRC3 recr,STAT3 inh
COc1ccc(Cl)cc1NC(=O)CN1CCC(n2nnc3ccccc32)CC1,50,-0.8,1315,1,-3,9,88,.,-1,1,17
O=C(c1cc(-c2cccs2)nc2ccccc12)N1CCN(c2ccccc2O)CC1,-24,2.7,1622,5,-15,-14,108,-0.25,5,9,-8
COc1ccc2c(c1)c(C(=O)N/N=C/c1cccc(O)c1)c(C)n2C,2,0.7,1510,5,-24,1,95,0.026,11,0,4
O=C1ON=C(c2ccccc2)/C1=C/c1cccnc1,8,0.4,1610,5,2,5,100,-0.38,8,7,2
CCc1ccccc1NC(=O)CN(C)C(=O)CSc1nc2cc(Cl)ccc2s1,-2,5.7,1597,6,0,-2,104,0.68,6,0,-1
COC(=O)C(CC(C)C)NC(=O)CNC(=O)c1ccccc1C (stereo unspecified),.,-1.2,1559,5,-5,-1,104,1.2,3,0,-5
CN(C)S(=O)(=O)c1ccc(S(=O)(=O)NC2CCOC(C)(C)C2)cc1 (stereo unspecified),.,-1.7,1653,12,9,8,102,.,8,-4,0
Nc1ccc(Oc2ccc3nc(-c4ccccc4)c(-c4ccc([N+](=O)[O-])cc4)nc3c2)cc1,.,4.8,1578,16,-6,1,103,0.0044,13,9,4
COc1ccc2nc(SC)c(C#N)cc2c1,3,0.7,1641,11,-1,-12,82,-0.07,8,27*,26
CCOc1ccc(C(=O)C(c2ccccc2)N2CCOCC2)cc1 (stereo unspecified),17,1.3,1387,-10,-16,-4,101,0.44,-1,-23,3
O=C(NC1CCS(=O)(=O)C1)c1cccc(S(=O)(=O)N2CCOCC2)c1 (stereo unspecified),-2,0.2,1566,5,-6,0,100,.,-5,6,0
Nc1ccc(Br)cc1C(NCC(=O)O)c1ccccc1 (stereo unspecified),-15,-1.3,1566,-4,1,-8,106,-0.35,3,-2,-6
CC(C)c1ccccc1NC(=O)COC(=O)c1ccc(Cl)c(S(=O)(=O)N2CCCCCC2)c1,-10,4.5,1577,2,-4,-5,104,-0.44,-2,0,-4
O=C(COC(=O)C1CCC(=O)N1)Nc1ccc(Oc2ccccc2)cc1 (stereo unspecified),-13,1.4,1641,-1,21,-2,107,-0.0091,-4,2,0
Cc1nc2nc(-c3ccco3)nn2c(C)c1Cl,3,2.9,1732,10,-12,-5,125,.,4,7,-27
CC(C)=C(C#N)c1nc2ccccc2s1,-12,1.2,1694,-2,5,9,79,.,4,-8,24
C=CCNc1nc(NCc2ccccc2)c(C#N)c2c1CN(C)CC2,.,0.5,1641,1,10,-19,133*,-2.1,12,3,-34
Cc1ccccc1CN1C2=NCCCN2c2ccccc21,.,0.2,1612,10,12,9,104,-0.78,3,-4,-1
O=C(CCN1C(=O)c2ccccc2S1(=O)=O)Nc1ccccc1O,3,3.3,1400,-2,-10,-5,97,-0.015,6,0,8
COc1ccc(C(=O)Nc2ccc(C3(C#N)CCCC3)cc2)cc1,-2,-0.4,1661,2,3,-15,87,0.52,-4,2,17

# Structural class, the compounds so far containing a cyano group
SMILES,S1P3 antag,RAM network inh,SRC2 TRFRET art,PPARg SRC-2 ag,TLR4 MyD88 comp,STAT1 blocker,STAT3 activator,ROMK mod,PPARg SRC-1 ag,PPARg SRC3 recr,STAT3 inh
COc1ccc2nc(SC)c(C#N)cc2c1,3,0.7,1641,11,-1,-12,82,-0.07,8,27*,26
CC(C)=C(C#N)c1nc2ccccc2s1,-12,1.2,1694,-2,5,9,79,.,4,-8,24
C=CCNc1nc(NCc2ccccc2)c(C#N)c2c1CN(C)CC2,.,0.5,1641,1,10,-19,133*,-2.1,12,3,-34
COc1ccc(C(=O)Nc2ccc(C3(C#N)CCCC3)cc2)cc1,-2,-0.4,1661,2,3,-15,87,0.52,-4,2,17

# (continued)
SMILES,S1P3 antag,RAM network inh,SRC2 TRFRET art,PPARg SRC-2 ag,TLR4 MyD88 comp,STAT1 blocker,STAT3 activator,ROMK mod,PPARg SRC-1 ag,PPARg SRC3 recr,STAT3 inh
CCOc1ccccc1-c1nc(-c2cc3ccccc3nc2OC)no1,-10,3.7,1750,-4,0,-3,108,-0.1,8,11,-6
C=CCOc1cccc(CNCCCN2CCOCC2)c1,-9,-0.1,1568,-14,8,-6,100,0.1,9,4,3
O=C(COC(=O)c1ccccc1C(=O)c1ccccc1)NCCc1ccc(Cl)cc1Cl,-4,6.8,1676,12,7,2,99,.,7,4,4
N#Cc1ccc(-c2nc3ccccc3nc2-c2ccccc2)cc1C#N,-16,1.9,1686,-1,-3,-16,103,.,-3,-5,-8
Cc1cc(Cl)c(S(=O)(=O)Nc2ccc3c(c2)OCCO3)cc1OCC(=O)NC1CCCCC1,.,1.0,1539,0,0,8,99,-3.2*,-6,-6,1
CC1CCCCN1c1nnc(NC(=O)Cn2c(=O)oc3ccccc32)s1 (stereo unspecified),-41,3.3,1647,6,18,-2,97,.,1,7,8
CN1CCN(C(=O)CSc2ccc(Cl)cc2)CC1,-13,1.2,1470,-2,10,-10,97,.,0,0,5
COc1cccc(/C(C)=N/NS(=O)(=O)c2ccc(Cl)cc2)c1,0,1.7,1563,-1,-1,10,94,0.077,-2,5,15
O=c1cc(N2CCCCC2)c(-c2ccccc2)n[nH]1,-12,2.7,1526,8,-4,0,103,-0.75,4,5,-1
CC(Sc1nc(N)c2c3c(sc2n1)CSC(C)(C)C3)C(=O)Nc1ccccc1 (stereo unspecified),-6,2.8,1493,-3,-7,7,88,0.89,2,1,13
O=C1CC(N2CCCc3ccccc32)C(=O)N1c1ccccc1Cl (stereo unspecified),.,2.4,1547,4,-10,0,121,.,0,0,-24
CN(C(=O)c1ccccc1OC1CCN(S(C)(=O)=O)CC1)C1CCOC1 (stereo unspecified),-4,3.0,1540,1,3,2,98,0.74,-1,2,8
Cc1onc(-c2ccccc2)c1C(=O)NC(=S)NNC(=O)c1ccncc1,-2,1.6,1560,7,1,1,100,.,0,2,0
CN(C(=O)CSC1=Nc2ccccc2C2=NC(c3ccccc3)C(=O)N12)C1CCCCC1 (stereo unspecified),.,0.1,1336,6,-2,-1,105,-0.52,-2,-10,1
Cc1ccc(/C(N)=N/OC(=O)COc2ccccc2Cl)cc1,.,5.3,1562,-1,4,-22,99,.,0,0,10
CC(=O)Nc1ccc(/C(C)=N/NS(=O)(=O)c2ccccc2)cc1,0,2.2,1438,1,7,-6,96,0.44,-5,-1,8
COc1ccc(COCC(O)CN2CCc3ccccc3C2)cc1OC (stereo unspecified),-8,1.0,1549,-2,2,6,96,-1,-5,2,12
O=C(NCCN1CCOCC1)c1cc(S(=O)(=O)NCCCN2CCCC2=O)ccc1Cl,0,-0.3,1696,11,-16,2,99,.,14,-7,6
CCCc1cc(C(=O)Nc2sc(C)c(C)c2C(=O)OCC)no1,-16,4.3,1513,8,16,4,99,.,3,7,2
COc1cccc(C(=O)COC(=O)c2n[nH]c(=O)c3ccccc23)c1,-15,3.1,1370,-3,15,-5,99,-0.73,5,-1,3
COc1cc(/C=N/Nc2nc3ccccc3s2)ccc1OC(=O)c1ccccc1F,2,6.4,1601,14,-14,-4,119,-0.27,1,2,-27
O=C(O)CCCC(=O)N1CCc2cc(S(=O)(=O)NCc3ccc(F)cc3)ccc21,-9,0.9,1638,12,-9,4,101,0.44,9,4,7
CC(C)CNC(=O)c1ccc(NC(=O)c2cccs2)cc1,20,2.2,1469,-4,7,-12,106,.,-1,-4,-7
CC(C)C(CC(=O)N1CCCCC1)C1CCOC(C)(C)C1 (stereo unspecified),.,0.1,1452,4,6,2,108,-0.24,0,10,-7
Cc1ccccc1C1CC(c2ccccc2)Nc2ncnn21 (stereo unspecified),.,0.7,1530,2,1,0,92,.,8,2,18
COc1ccc(NC(=S)NNC(=O)C2CC2c2ccc(C)cc2)cc1 (stereo unspecified),33*,0.1,1586,7,4,-2,98,0.26,-2,-1,4
Cc1ccc(S(=O)(=O)N2CCCCC2)cc1NC(=O)COC(=O)Cc1cccc(C(F)(F)F)c1,-1,9.2*,1500,14,-3,6,86,-4*,-5,2,23
Cn1c(NC(=O)c2ccccc2)c(-c2ccccn2)c(=O)c2ccccc21,.,0.9,1582,8,1,8,93,0.16,-2,-2,14
C=CCn1c(Sc2nncn2C)nc2c1c(=O)[nH]c(=O)n2C,-7,0.3,1467,-4,9,2,94,.,-3,-8,11
COc1ccc(NC(=O)CN2CC(c3ccccc3)CC2=O)cc1OC (stereo unspecified),-21,-0.2,1554,7,-18,2,93,.,9,2,8
CC1CCC/C(=N\NC(=O)COc2ccccc2Cl)C1 (stereo unspecified),-5,0.9,1479,2,-8,-5,100,.,5,0,5
CCOC(=O)N1CCN(C(=O)CN(c2ccc(OCC)cc2)S(C)(=O)=O)CC1,.,2.1,1386,-7,13,-6,101,0.54,0,0,0
CC(=O)N(NC(=O)c1ccc(C)cc1)C1CC(=O)N(c2ccccc2Cl)C1=O (stereo unspecified),1,0.4,1349,-5,-11,-6,106,-0.17,-5,-5,-5
Cc1ccc(NC(=O)Nc2ccc([N+](=O)[O-])cc2)nc1,-9,1.3,1623,3,3,-24,91,-0.26,-4,1,15
COc1cccc(-n2c(SCc3cc(=O)oc4cc(O)c(O)cc34)nc3ccccc3c2=O)c1,5,3.5,1675,4,11,2,96,-1.5,7,7,7
CC(C)CCN1CCN(CC(c2ccccc2)c2ccccc2)CC1CCO (stereo unspecified),-13,0.2,1529,4,6,-3,99,-1.6,5,2,4
CC(C)Nc1nc(NC(C)C)nc(C(=O)OCCO)n1,.,0.9,1640,-6,-17,-5,109,.,5,2,-1
O=C(COc1ccccc1Cl)Nc1ccc(Cl)cn1,10,4.6,1662,5,-5,-52,93,.,14,9,12
O=C(NC1CCCCC1)C1CCN(C(=O)c2ccc(-c3ccccc3)cc2)CC1,-1,-1.4,1521,-10,-7,3,104,.,-5,3,-1
C=CCOc1c(CNn2cn[nH]c2=S)cccc1OC,21,0.8,1609,10,-1,-10,97,-0.7,-1,4,10
COc1cccc(NC(=O)Nc2ccccc2Br)c1,8,2.6,1731,8,-7,-18,92,1.1,3,6,13
NC(=O)C1(N2CCCCC2)CCN(C(=O)CSc2nc3ccccc3o2)CC1,-32,.,1432,7,-17,-8,100,.,1,7,3
Cc1ccccc1OCC(O)Cn1c(=N)n(CCN2CCOCC2)c2ccccc21 (stereo unspecified),6,1.0&0.7,1463&1576,6&2,17&11,3&0,104&108,-1.9,3&10,3&3,-2&-2
Fc1cc(Br)ccc1NC(=S)Nc1ccccc1,-6,-0.6,1515,-7,-10,-5,96,.,5,-7,-1
NC(=O)COC(=O)c1cccc(S(=O)(=O)N2CCCc3ccccc32)c1,-7,0.5,1618,5,-1,1,96,-0.24,8,3,6
COc1ccccc1C(=O)Nc1ccccc1SC,-1,-1.2,1602,0,0,-6,89,.,-3,7,18
